# HCV inhibitor: HCV inhibition | Huh7.5.1 HCVcc-Cre infection, luciferase reporter, 44 h | Potency, µM (highest dose often 41.8 µM), for inactives: top-dose activity change, negative = inhibition, usual class: inhibitors | actives 3.4% (n = 340,000); also: potency is read from the fitted curve at half-maximal effect
#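 Infectious HCVcc-Cre (~0.5 moi) was added to cells just after compound, with cells seeded 4 h earlier at 1,000 per well. Luciferase activity after 44 h culture reported infection; substrate was incubated 15 min at room temperature before reading.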
# HCMV inh: blocks human cytomegalovirus replication. HFF cells, HCMV-luciferase reporter, 72 h; stronger effect = lower value. activity change, negative = inhibition, % at 57.5 µM. actives 4.5% (n = 410,000); in the data active = activity change below about -60%; inconclusive = no clear call, values can overlap the other calls; inactive = above about -39%
#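 Human foreskin fibroblasts infected with luciferase-reporter HCMV at MOI 1 PFU/cell, compounds at two doses. Luciferase measured 72 h post infection; normalized to buffer-only basal and Salinomycin (10uM) controls.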
# LmPK inhibitor: inhibitors of Leishmania mexicana pyruvate kinase; AID 1721; Potency, µM (highest dose often 57.5 µM), inactives show at the top dose activity change, negative = inhibition, usual class: inhibitors; purified LmPK, Kinase-Glo ATP luminescence, 1 h; Q27686; actives 0.37% (n = 290,000); also: potency is read from the fitted curve at half-maximal effect
# Target sequence (Q27686 whole entry, looked up): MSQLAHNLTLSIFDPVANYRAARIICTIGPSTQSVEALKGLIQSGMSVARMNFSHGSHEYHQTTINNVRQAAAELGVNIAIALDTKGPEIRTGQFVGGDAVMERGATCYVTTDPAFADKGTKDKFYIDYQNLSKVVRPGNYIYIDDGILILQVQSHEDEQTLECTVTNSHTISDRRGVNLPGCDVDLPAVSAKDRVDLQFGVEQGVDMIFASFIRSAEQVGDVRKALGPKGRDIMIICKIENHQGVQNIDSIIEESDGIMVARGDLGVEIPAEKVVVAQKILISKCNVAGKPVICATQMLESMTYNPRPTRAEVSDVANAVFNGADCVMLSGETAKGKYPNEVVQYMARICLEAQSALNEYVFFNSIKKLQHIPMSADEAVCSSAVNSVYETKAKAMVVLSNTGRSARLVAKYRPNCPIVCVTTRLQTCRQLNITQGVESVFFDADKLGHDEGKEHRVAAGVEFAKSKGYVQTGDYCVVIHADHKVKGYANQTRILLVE
#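 Kinase-Glo luminescence read after 1 h RT reaction of 0.1 nM LmPK with 0.5 mM PEP and 0.1 mM ADP. Activity scaled between uninhibited and enzyme-free controls.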
# TbPYK inhibitor: blocks Trypanosoma brucei pyruvate kinase; TbPYK enzyme, Kinase-Glo Plus ATP luminescence, 45 min; Potency, µM (series often up to 76.8 µM), for the others: at the top dose activity, negative = inhibition, usual class: inhibitors; actives 0.12% (n = 410,000); AID 624173; also: potency is read from the fitted curve at half-maximal effect; nearly all actives have a fitted effect of over 50% in size
#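 Quantitative HTS: titrated library compounds versus trypanosomal pyruvate kinase in TEA buffer (pH 7.2) containing KCl, MgCl2, BSA and Tween-20. Reactions were initiated with ADP, 130 uM final. Kinase-Glo Plus luminescence was read after 45 min at RT.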
# AmpC inh no detg: AmpC beta-lactamase inhibition without detergent | P00811 | AmpC nitrocefin hydrolysis, absorbance 480 nm, 0.0001% Triton | Potency, µM (titrated, usually from 57.1 µM), for the others: at the highest dose activity change, negative = inhibition, actives largely listed as inhibitors | actives 0.52% (n = 330,000) | AID 485341;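 also: potency is read from the fitted curve at half-maximal effect; plate controls were no compound for no effect and no enzyme for full effect; nearly all actives have a fitted effect of over 20% in size; some results filed as inactive show a strong effect at the top dose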
# Target sequence (P00811 whole entry, looked up): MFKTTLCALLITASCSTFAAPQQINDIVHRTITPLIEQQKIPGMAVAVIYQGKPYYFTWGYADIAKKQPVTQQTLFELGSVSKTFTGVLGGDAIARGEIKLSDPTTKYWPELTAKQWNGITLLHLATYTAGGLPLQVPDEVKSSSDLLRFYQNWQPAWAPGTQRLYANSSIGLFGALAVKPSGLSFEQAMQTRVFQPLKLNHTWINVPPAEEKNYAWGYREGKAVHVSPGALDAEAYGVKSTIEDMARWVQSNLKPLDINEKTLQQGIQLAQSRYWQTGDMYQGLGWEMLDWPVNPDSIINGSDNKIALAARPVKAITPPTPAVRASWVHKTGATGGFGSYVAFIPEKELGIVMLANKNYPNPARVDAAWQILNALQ
#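 20 mM phosphate pH 7.0 + 0.01% (detergent screen) or 0.0001% Triton X-100; 5.3 nM AmpC reagent; cpd preinc 15 min RT; nitrocefin (800 uM stock) to start; A480 q20 s × 4 min; Activity was normalised to no-enzyme and no-compound control wells.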
# AMA1-RON2 inh: AMA1-RON2 (P. falciparum) interaction inhibition | AlphaScreen AMA1-biotinylated RON2 peptide binding | Potency, µM (top dose mostly 58.2 µM), without a hit: at the highest dose activity change, negative = inhibition, actives largely listed as inhibitors | actives 0.2% (n = 360,000) | AID 720542;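 also: potency is read from the fitted curve at half-maximal effect; 0% = vehicle wells and -100% = peptide control; nearly all actives have a fitted effect of over 45% in size; some results filed as inactive show a strong effect at the top dose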
#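 AMA1 (3D7) with his tag at 25 nM final met compounds first, then biotinylated RON2 peptide at 25 nM; detection used donor plus acceptor beads, 10 µg/mL apiece, read by AlphaScreen after 30 min at room temperature.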
# AmpC detergent: AmpC beta-lactamase inhibition with detergent present; P00811; AmpC hydrolysis of nitrocefin, absorbance 480 nm, 0.01% Triton; Potency, µM (doses to about 114 µM), for inactives: at the highest dose activity change, negative = inhibition, usual class: inhibitors; actives 0.041% (n = 370,000); AID 485294;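 also: potency is read from the fitted curve at half-maximal effect; 0% = no-compound wells and -100% = no-enzyme wells; nearly all actives have a fitted effect of over 25% in size; some results filed as inactive show a strong effect at the top dose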
#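 AmpC (5.3 nM in the dispensed reagent) in 20 mM phosphate pH 7.0 with 0.01% (detergent screen) or 0.0001% Triton X-100 was preincubated with compounds for 15 min at room temperature. Nitrocefin was then added from an 800 uM solution, and hydrolysis was followed at 480 nm.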
# The depositor's hits bear a star; ? = inconclusive; . = no result given; [ ] = dose if it differs, or a comment. Unless noted, calls follow the shape of the dose curve; as a rule, active = well fitted curve in the direction sought with a large enough effect; inconclusive = small, poorly fitted or top-dose-only effect, or another doubt; inactive = no such curve, though single readings can be large; an effect the other way counts as inactive or inconclusive. Unless noted, % is scaled to controls: 0 for no effect and ±100 for the full control effect. Outcome played no part in choosing rows (roughly 7.5% active in at least one column).
SMILES,HCV inhibitor,HCMV inh,LmPK inhibitor,TbPYK inhibitor,AmpC inh no detg,AMA1-RON2 inh,AmpC detergent
Cc1c2cnn(CC(=O)NCCN3CCOCC3)c(=O)c2c(C)n1Cc1ccc(F)cc1,12%,-72*,0%,3%,14%,-10%,-3%
CS(=O)(=O)N(CC(=O)Nc1cccc(F)c1)Cc1ccccc1,?,-33,9%,-12%,-14%,6%,0%
COC(=O)[C@]12CCCCC=C1N(CCC1=CCCCC1)C(=O)[C@H](CC(=O)NCc1cccc(C(F)(F)F)c1)C2,.,-12,.,-5%,.,-3%,.
Nc1nc2ccc(NC(=O)c3ccco3)cc2s1,2%,?,-9%,-11%,-10%,10%,7%
COc1cc2cc(Oc3ccc4ccc(=O)oc4c3)c(=O)oc2cc1O[C@@H]1O[C@H](CO)[C@@H](O)[C@H](O)[C@H]1O,34%[activator],160,.,-4%,8%,-1%,.
Cc1ccc(Cn2ccsc2=NC(=O)COC(=O)C(C)C)cc1,11%,?,-10%,-7%,-3%,7%,4%
O=C(NC1CCCCC1)[C@H](O)[C@@H](O)C(=O)NC1CCCCC1,2%,2,4%,-8%,-10%,9%,-23%
COc1ccc(C(=O)c2c(NC(C)=O)sc3c2CCN(C(=O)OC(C)(C)C)C3)cc1,-12%,?,-4%,1%,61%[activator],-25%,1%
Cc1ccc(S(=O)(=O)Nc2ccccc2C(=O)N2CCCC2)cc1,.,27,-4%,-2%,33%,-6%,-2%
CC(C)(C)C(=O)c1c(N)[nH]c(C(=O)c2ccccc2)c1-c1ccccc1Br,.,-21,.,2%,.,44%[activator],.
O=C(CCOc1ccccc1)Nc1ccnn1C1CCN(Cc2ccc(O)cc2)CC1,-1%,-16,-7%,-2%,0%,-1%,1%
COc1ccc2c(c1)cc(C)c1nnc(SCC(=O)N3CCN(C(=O)c4ccco4)CC3)n12,-22%,.,-3%,3%,23%,-5%,?
CC(=O)Oc1cccc(Nc2ncnc3ccccc23)c1,-20%,36,3%,3%,-32%,7%,-13%
O=C(Nc1nnc([C@@H]2C[C@H](O)[C@@H](CO)O2)s1)NC1CCCCC1,.,5,.,1%,.,-2%,.
Oc1cc(O)c2c(c1)O[C@H](c1ccc(O)c(O)c1)[C@H](O)C2,4%,-10,-5%,-25%,-13%,-4%,-13%
C/C(=N\Nc1nc(N2CCOCC2)nc(N2CCOCC2)n1)c1cccs1,-29%,-19,4%[11.5 µM],-10%,-17%,21%,-5%
CCCc1nc2n[nH]c(N)c2c2c1COC(C)(C)C2,21%,-6,-2%,-12%,-3%,-3%,?
COc1ccc(N2CCN(CCCn3ccc(NC(=O)OCc4ccccc4)nc3=O)CC2)cc1,.,-37,.,2%,.,?,.
CC(C)c1onc(C(=O)Nc2cccc(O)c2)c1[N+](=O)[O-],7%,?,10%,4%,-16%,22%,-5%
C#CCSc1nc(-c2ccccc2)c2cc(Cl)ccc2n1,.,-6,.,0%,.,.,15%
Cc1ccc(N2C(=O)C(c3c(C)[nH]n(-c4ccccc4)c3=O)(C(F)(F)F)C3=C2CC(C)(C)CC3=O)cc1 (stereo unspecified),-13%,-13,0%,-4%,-17%,-19%,0%
Cc1ccc(N2C(=O)/C(=C/c3cccnc3)SC2=S)cc1,15%,-27,-5%,-1%,-28%,-5%,-12%
CC(Oc1ccccc1)C(=O)NC1C(=O)N2C1SC(C)(C)C2C(=O)O (stereo unspecified),12%,?,0%,-1%,?,0%,35µM*
Cn1cc(/C=C/c2nc3ccccc3c(=O)n2-c2ccccc2)c2ccccc21,.,32,.,-11%,.,.,13%
CC1(C)Cc2c(sc3nc(SCC(=O)N4CCOCC4)nc(N)c23)CO1,-9%,-14,-3%,5%,8%,-1%,-14%

# Next results:
SMILES,HCV inhibitor,HCMV inh,LmPK inhibitor,TbPYK inhibitor,AmpC inh no detg,AMA1-RON2 inh,AmpC detergent
COc1ccc(OCC(=O)Nc2ccc3c(c2)CCC3)cc1,2%,-24,.,0%,-9%,-1%,6%
CN1C[C@H]2CON(C)[C@H]2C[C@H]1c1cccc(N2CCOCC2)c1,0%,24,.,2%,.,8%,.
CC1(c2ccc3c(c2)OCCCO3)NC(=O)N(CC(=O)NCCc2ccccc2)C1=O (stereo unspecified),?,-32,.,3%,-12%,12%[11.6 µM],-3%
O=C(OCc1ccccc1)N1CCC2CC1c1cc(-c3ccc4c(c3)OCO4)ccc12 (stereo unspecified),?,14,.,5%,.,-16%,.
CC(=O)Oc1ccc(C(=O)Nc2ccccc2NC(=O)c2ccc(OC(C)=O)cc2)cc1,-17%,-8,-3%,0%,-12%,-2%,-2%
CN(Cc1ccco1)C(=O)CN1C(=O)NC2(CCCC2)C1=O,1%,3,.,6%,-11%,-1%,.
CS(=O)(=O)c1ccc(-c2sc3ccccc3c2C#CCCO)cc1,?,33,.,1%,270%[activator],-3%,.
O=C(/C=C/Nc1ccc(F)cc1F)c1ccco1,?,119,10µM*,?,-23%,-4%,-2%
COc1ccc(CC2(CO)CCN(C(C)COc3ccccc3)CC2)cc1 (stereo unspecified),-10%,-15,10%,2%,-6%,-21%,0%
CCN(CC(=O)NCc1ccc(F)cc1)CC(=O)Nc1ccccc1-c1ccccc1,-13%,18,11%,3%,145%[activator],-1%,1%
COc1ccc(C2SCC(=O)Nc3c2c(C)nn3-c2ccccc2)cc1 (stereo unspecified),-26%,20,2%,13%,-6%,-8%,?
COc1ccc(C(=O)NC(=S)N2CC(C)OC(C)C2)cc1 (stereo unspecified),11%,-15,1%,-10%,-4%,39%[activator],8%
COc1ccc(CCC(C)NC2C3CC4CC(C3)CC2C4)cc1 (stereo unspecified),?,82,1%,-1%,-25%,19%,?
O=C(NC12CC3CC(CC(C3)C1)C2)N1CCN(S(=O)(=O)c2ccc(Cl)cc2)CC1,-22%,-31,1%,14%,-20%,-3%,?
COc1ccc(S(=O)(=O)N(CCc2ccccc2)CC(=O)N/N=C/c2ccc3c(c2)OCO3)cc1,?,-25,0%,-7%,-25%,0%,-19%
CN(C(=O)c1ccc(NC(=O)Cc2ccc(NC(=O)C3CCN(C(=O)C4CC4)CC3)cc2)cc1)C1CC1,13%,?,.,1%,41%,-14%,-9%
Cn1c2ccccc2c2cnn(CC(=O)NCc3ccc(Cl)cc3)c(=O)c21,.,10,.,4%,.,.,0%
CCc1ccc(NC(=O)CCn2ccnc2C)cc1,-3%,40,9%,-10%,-7%,0%,-6%
COc1ccc(CNC(=O)c2cc(C(C)=O)c[nH]2)cc1,5%,51,-2%,-14%,-12%,15%,0%
Cc1ccc(CNC(=O)Cc2nc3nc(C)cc(C)n3n2)cc1,20%,24,-8%,1%,-14%,-5%,-18%
Cc1ccccc1OC/C(O)=C(\C#N)c1nc2ccccc2[nH]1,-17%,22,2%,-5%,3%,14%,0%
O=C(Nc1cc2c(oc1=O)CCCC2=O)c1cccc(Cl)c1,14%,35,-8%,-5%,-23%,7%,?
CCOC(=O)N1CCN(C(=O)C2CCCN(c3nc4ccc(OCC)cc4s3)C2)CC1 (stereo unspecified),?,4,2%,1%,241%[activator],-3%,?
Cn1nc(CC(=O)Nc2ccc3c(c2)OCCO3)c2ccccc2c1=O,6.3µM*,-25,-1%,-13%,-29%,4%,?
Cc1ccc(C)c(NC(=O)CCc2c(C)nn(-c3ccc(N4CCCC4)nn3)c2C)c1,.,-14,.,3%,.,.,0%

# Next section.
SMILES,HCV inhibitor,HCMV inh,LmPK inhibitor,TbPYK inhibitor,AmpC inh no detg,AMA1-RON2 inh,AmpC detergent
Cc1nn(CC(=O)Nc2ccc(Cl)cc2)c(=O)c2cc(-c3ccccc3)nn12,?,0,-20%,-2%,-19%,0%,-7%
CCOC(=O)c1ccccc1NC(=O)CSc1nc(N)cc(=O)[nH]1,-21%,17,3%,3%,-28%,7%,-4%
CC(C)N(C(=O)Nc1ccc2nccnc2c1)C(C)C,3%,61,-1%,0%,-18%,6%,-3%
Cc1cnc2cc(Cl)c(Cl)cc2n1,12%,78,4%,-7%,-11%,?,-2%
CCCc1cc(C(=O)Nc2cccc3ccccc23)n(C)n1,-14%,?,-2%,0%,-1%,-11%,?
c1ccc(CCCCc2ccncc2)cc1,7%,-63*,.,1%,.,8%,.
CCCCNC(=O)[C@H](CSCc1ccccc1)N1Cc2ccccc2C1=O,-1%,7,2%,-3%,-4%,-1%,?
O=c1c2sc3ccccc3c2n(Cc2ccccc2)c(=O)n1CCc1ccccc1,.,21,.,-3%,.,.,-4%

# Sorted by formula weight (rising): part of the list above
SMILES,HCV inhibitor,HCMV inh,LmPK inhibitor,TbPYK inhibitor,AmpC inh no detg,AMA1-RON2 inh,AmpC detergent
Cc1cnc2cc(Cl)c(Cl)cc2n1,12%,78,4%,-7%,-11%,?,-2%
COc1ccc(CNC(=O)c2cc(C(C)=O)c[nH]2)cc1,5%,51,-2%,-14%,-12%,15%,0%
Oc1cc(O)c2c(c1)O[C@H](c1ccc(O)c(O)c1)[C@H](O)C2,4%,-10,-5%,-25%,-13%,-4%,-13%
CCCc1cc(C(=O)Nc2cccc3ccccc23)n(C)n1,-14%,?,-2%,0%,-1%,-11%,?
Cc1ccccc1OC/C(O)=C(\C#N)c1nc2ccccc2[nH]1,-17%,22,2%,-5%,3%,14%,0%
Cn1nc(CC(=O)Nc2ccc3c(c2)OCCO3)c2ccccc2c1=O,6.3µM*,-25,-1%,-13%,-29%,4%,?
COc1ccc(C2SCC(=O)Nc3c2c(C)nn3-c2ccccc2)cc1 (stereo unspecified),-26%,20,2%,13%,-6%,-8%,?
C/C(=N\Nc1nc(N2CCOCC2)nc(N2CCOCC2)n1)c1cccs1,-29%,-19,4%[11.5 µM],-10%,-17%,21%,-5%
CC1(C)Cc2c(sc3nc(SCC(=O)N4CCOCC4)nc(N)c23)CO1,-9%,-14,-3%,5%,8%,-1%,-14%
O=C(CCOc1ccccc1)Nc1ccnn1C1CCN(Cc2ccc(O)cc2)CC1,-1%,-16,-7%,-2%,0%,-1%,1%
CC(=O)Oc1ccc(C(=O)Nc2ccccc2NC(=O)c2ccc(OC(C)=O)cc2)cc1,-17%,-8,-3%,0%,-12%,-2%,-2%
CN(C(=O)c1ccc(NC(=O)Cc2ccc(NC(=O)C3CCN(C(=O)C4CC4)CC3)cc2)cc1)C1CC1,13%,?,.,1%,41%,-14%,-9%

# Source: PubChem (National Center for Advancing Translational Sciences (NCATS))
